From PubChem
PAD4 inh – blocks human protein arginine deiminase 4 | Q9UM07 | recombinant PAD4, RCA probe fluorescence polarization | inhibition, % at 6.36 µM | 330,000 compounds, 0.41% hits;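 active = percent inhibition above a cutoff equal to the mean of all tested compounds plus 3 SD, cut at about 15% in these data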;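 also: 0% = PAD4 with RCA probe and DMSO and 100% = probe without PAD4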
PAFAH2 inh – PAFAH2 (human) inhibition; recombinant PAFAH2, FP-rhodamine activity probe, fluorescence polarization; 340,000 compounds, 0.99% hits; AID 492956; Q99487; inhibition, % at 3.39 µM;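 active = inhibition above the mean over all tested compounds plus 3 SD, cut at about 30% in these data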;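 also: inhibitors block probe labeling of enzyme so polarization drops; 0% = enzyme with DMSO and 100% = wells lacking PAFAH2 protein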
pPAFAH inh – pPAFAH (human) enzyme inhibition; recombinant pPAFAH, FP-rhodamine probe fluorescence polarization; AID 463082; inhibition, % at 3.39 µM; 330,000 compounds, 1.5% hits;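 active = inhibition above the mean inhibition across the screen plus 3 SD, cut at about 25% in these data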;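 also: inhibitors block binding of the rhodamine activity-based probe so polarization drops; 0% = enzyme with DMSO and 100% = wells lacking pPAFAH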
LYPLA2 counter – LYPLA2 (human) inhibition in PME1 counter-screen; 320,000 compounds, 0.38% hits; recombinant LYPLA2, FP-Rh probe fluorescence polarization; AID 2177; O95372; inhibition, % at 5.9 µM;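 active = inhibition above the screen-wide mean plus 3 SD, limit set per campaign, cut at about 26% in these data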;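 also: 0% = LYPLA2 with DMSO and 100% = wells lacking LYPLA2 enzyme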
Target sequence (O95372 whole entry, looked up): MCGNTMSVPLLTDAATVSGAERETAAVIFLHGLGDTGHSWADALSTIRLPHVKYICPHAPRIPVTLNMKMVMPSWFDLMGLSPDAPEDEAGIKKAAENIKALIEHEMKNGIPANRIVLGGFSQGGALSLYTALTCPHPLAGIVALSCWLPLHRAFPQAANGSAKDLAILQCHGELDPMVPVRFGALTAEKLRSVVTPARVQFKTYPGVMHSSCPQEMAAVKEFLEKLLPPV
GSTO1 inh – blocks human GSTO1 in RBBP9 counter-screen | P78417 | recombinant GSTO1, activity-based probe fluorescence polarization | inhibition, % at 5.96 µM | 300,000 compounds, 1.1% hits;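 active = inhibition above the campaign mean inhibition plus 3 SD, cut at about 35% in these data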;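 also: 0% = GSTO1-1 with DMSO and 100% = wells lacking GSTO1-1 enzyme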
LYPLA1 counter – blocks human lysophospholipase 1, a PME1 counter-screen; AID 2174; inhibition, % at 5.9 µM; O75608; 320,000 compounds, 0.16% hits; recombinant LYPLA1, FP-Rh probe fluorescence polarization;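 active = inhibition above the mean of all tested compounds plus 3 SD, set per campaign, cut at about 14% in these data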;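 also: inhibitors block serine hydrolase probe labeling of LYPLA1 so polarization falls; 0% = enzyme with DMSO and 100% = wells lacking LYPLA1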
Target sequence (O75608 whole entry, looked up): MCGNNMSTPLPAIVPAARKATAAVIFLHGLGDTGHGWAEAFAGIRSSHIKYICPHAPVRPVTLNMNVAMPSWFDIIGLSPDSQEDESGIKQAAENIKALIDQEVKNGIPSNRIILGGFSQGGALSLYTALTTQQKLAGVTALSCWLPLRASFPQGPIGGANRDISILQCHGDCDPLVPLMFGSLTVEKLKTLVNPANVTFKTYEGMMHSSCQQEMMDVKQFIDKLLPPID
PAFAH1B3 FP inh – blocks human PAF acetylhydrolase 1B catalytic subunit 3; Q15102; recombinant PAFAH1B3, FP-rhodamine probe, fluorescence polarization; inhibition, % at 3.39 µM; 340,000 compounds, 0.28% hits;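 active = inhibition above the screen-wide average of all tested compounds plus 3 SD, cut at about 25% in these data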;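 also: 0% = enzyme with DMSO only and 100% = wells lacking PAFAH1B3 protein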
Target sequence (Q15102 whole entry, looked up): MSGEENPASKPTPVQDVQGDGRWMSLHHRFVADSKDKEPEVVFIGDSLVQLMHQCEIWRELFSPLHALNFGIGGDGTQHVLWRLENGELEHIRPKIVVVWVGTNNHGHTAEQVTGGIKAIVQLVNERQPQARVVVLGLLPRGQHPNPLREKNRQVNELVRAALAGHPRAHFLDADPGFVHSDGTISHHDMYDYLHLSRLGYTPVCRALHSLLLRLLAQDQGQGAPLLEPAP
PME-1 inh – blocks human protein phosphatase methylesterase 1 | Q9Y570 | recombinant PME-1, FP-Rh probe fluorescence polarization | inhibition, % at 5.9 µM | 320,000 compounds, 0.53% hits | AID 2130;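 active = inhibition above the campaign mean of all compounds plus 3 SD, cut at about 26% in these data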;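 also: competitive labeling of PME-1 active site by serine hydrolase directed probe; 0% = PME-1 with DMSO and 100% = wells lacking PME-1 enzyme; inhibitors block probe labeling so polarization falls and inhibition rises; many of its hits are not listed in these tables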
Target sequence (Q9Y570 whole entry, looked up): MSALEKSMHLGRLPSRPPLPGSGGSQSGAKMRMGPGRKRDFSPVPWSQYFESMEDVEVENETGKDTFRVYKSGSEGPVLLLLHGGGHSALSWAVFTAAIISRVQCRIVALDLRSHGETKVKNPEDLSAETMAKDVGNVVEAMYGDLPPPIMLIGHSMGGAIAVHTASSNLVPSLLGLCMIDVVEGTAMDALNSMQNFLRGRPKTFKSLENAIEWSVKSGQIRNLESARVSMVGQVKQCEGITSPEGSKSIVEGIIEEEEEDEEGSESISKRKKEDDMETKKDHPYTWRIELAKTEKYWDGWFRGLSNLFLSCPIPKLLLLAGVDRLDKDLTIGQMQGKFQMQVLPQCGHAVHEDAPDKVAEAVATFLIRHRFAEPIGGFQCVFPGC
PAFAH1B2 FP inh – PAFAH1B2 (human) inhibition. P68402. 340,000 compounds, 1.2% hits. AID 492953. inhibition, % at 3.39 µM. recombinant PAFAH1B2, FP-rhodamine activity probe, fluorescence polarization;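 active = inhibition above the mean of all tested compounds plus 3 SD, cut at about 24% in these data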;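 also: 0% = enzyme with DMSO and 100% = wells lacking PAFAH1B2; many of its hits are not listed in these tables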
* = called active by the depositor; . = not tested or not shown. Only part of the results is shown, so the mix of outcomes need not match the whole.

SMILES	PAD4 inh	PAFAH2 inh	pPAFAH inh	LYPLA2 counter	GSTO1 inh	LYPLA1 counter	PAFAH1B3 FP inh	PME-1 inh	PAFAH1B2 FP inh
COc1cc(OC)cc(-c2c(-c3cccs3)c3cc(-c4ccc(OC)cc4F)ccc3n2C)c1	2	4	14	-3	.	0	-1	2	-1
CN(c1ccc(OCC(=O)NC2CCC(O)CC2)cc1)S(=O)(=O)c1ccc(Cl)cc1 (configuration not stated)	2	-4	37*	.	.	.	10	.	5
COc1cccc(-c2cc(C(=O)N3CCN(Cc4ccccc4)CC3)no2)c1	3	1	8	3	4	2	5	2	5
Cc1c(NC(=O)C2CCCO2)cccc1[N+](=O)[O-] (configuration not stated)	-5	-1	-1	1	1	-1	1	0	0
Cc1ccc(C)c(CNS(=O)(=O)c2ccc3c(c2)C(C)(C)C(=O)N3C)c1	0	6	1	1	-5	1	3	12	1
Cc1ccc(SCc2cc(=O)[nH]c(Nc3nc(C)c4ccc(C)cc4n3)n2)cc1	0	-4	-4	-4	-7	-3	-3	-4	1
CCC(C(=O)NCc1ccc(C)cc1)c1ccccc1 (configuration not stated)	-2	-3	1	7	18	0	4	0	5
COc1ccc(CCNCC(=O)Nc2ccc(C)c(S(=O)(=O)N(C)C)c2)cc1	-2	-1	0	7	2	3	7	3	0
O=C(c1cnsn1)N1CCCC(Nc2ccc(F)c(F)c2)C1 (configuration not stated)	-3	4	-5	0	5	-2	2	-7	-2
Cc1ccc(S(=O)(=O)NN2C(=O)/C(=C/c3ccc(F)cc3)SC2=S)cc1	1	6	6	4	3	2	6	3	10
CC(=O)NC(CC(=O)NC1CCCc2ccccc21)c1ccccc1 (configuration not stated)	4	-6	-2	-2	0	-1	-2	2	-2
CCOC(=O)c1ccc(NC(=S)Nc2cccc(N)n2)cc1	2	1	10	-9	-3	-6	4	4	2
CCCN1CCC(NC(=O)C2CCCCC2C(=O)O)CC1 (configuration not stated)	-3	1	4	3	2	6	1	1	4
COc1ccc(C2CC(c3ccc([N+](=O)[O-])cc3)=NN2C(C)=O)cc1 (configuration not stated)	-1	7	2	10	1	6	1	6	4
C/C(=N\NC(=O)c1ccc(Cl)c(Cl)c1)c1cccc(NC(=O)C(C)C)c1	0	-2	2	3	-4	0	-5	-1	0
C[C@H](NC(=O)Cc1ccccc1)C(=O)N1CCC2(CC1)NCCc1[nH]cnc12	1	4	1	4	-2	2	4	-1	2
CCC(C)NCc1ccc(C(=O)OC)o1 (configuration not stated)	-2	-3	1	5	10	1	10	2	6
COc1cccc(C#Cc2c(C=O)n(C)c3ccccc23)c1	-5	-9	2	-5	.	-6	-6	-8	-3
NC(=O)CC[C@@H]1NC(=O)[C@H](CO)NC(=O)c2cc([N+](=O)[O-])cc(I)c2OCC[C@@H](C(N)=O)NC1=O	-3	-1	4	1	-5	0	1	-3	8
CCn1c(=O)c2cc(C(=O)Nc3cc(C)on3)sc2c2ccccc21	-1	5	3	1	4	-2	7	-5	2
COC(=O)c1ccc(NC(=O)Cn2nc(SC)n(N)c2=S)cc1	-6	7	2	10	3	4	2	-2	8
CCCn1c(C2CCCN2c2nc(-c3cccc(Br)c3)cs2)nc2cc(Cl)c(Cl)cc21 (configuration not stated)	-1	-4	0	-3	0	-4	-2	1	12
CCC(CC)C(=O)Nc1c(C(=O)N2CCN(c3ccccc3)CC2)oc2ccccc12	-4	6	-5	-8	-3	2	4	-6	2
COc1cc(OC)c(N(C)S(=O)(=O)c2cccc(C(=O)OCc3c(C)noc3C)c2)cc1Cl	-1	0	3	-4	-6	-3	-2	8	-1
Cc1cccc(C)c1OCC(=O)Nn1c(=O)[nH]c2ccccc2c1=O	-2	-10	-6	3	-5	-1	6	-4	-5
NC1=NCc2ccccc21	-2	0	7	-4	-2	-1	6	-5	0
CC(C)(C)OC(=O)N1CCC[C@H]1c1nnc(SCC(=O)Nc2ccc(Br)cc2)o1	0	1	10	1	0	0	3	1	2
COc1cc(C(=O)NC2CCN(CC(=O)NC3CCCCC3C)CC2)cc(OC)c1OC (configuration not stated)	-1	4	-1	-2	11	-2	11	5	2
Cc1cc(=O)n2nc(N3CCCC(C(=O)NCc4ccc(F)cc4)C3)sc2n1 (configuration not stated)	1	3	5	3	5	2	10	1	-2
CCOC(=O)c1c(OCCO)nn(-c2ccccc2)c1N	1	-2	4	-5	3	-4	-2	-3	3
COc1cccc(N(CC(=O)Nc2cccc(F)c2)S(C)(=O)=O)c1	-3	0	2	1	3	-1	2	-4	2
Cc1cc(Nc2ccc(F)cc2C)n2ncnc2n1	-1	-2	0	-5	-6	0	7	0	10
O=C(CN(CC1CCCO1)C(=O)CNS(=O)(=O)c1ccc(F)cc1)NCC1CCCO1 (configuration not stated)	5	8	3	19	6	4	-2	1	6
CCOC(=O)NC(=O)CSc1ccc2ccccc2n1	3	4	4	7	-19	0	6	3	10
CCCc1nnc(SCC(=O)N2CCCC(C)C2)n1CC1CCCO1 (configuration not stated)	-2	-5	1	-3	8	-3	0	-2	2
C[C@H](CO)N1C[C@H](C)[C@@H](CN(C)S(=O)(=O)c2ccc(F)cc2)Oc2c(NS(=O)(=O)c3ccc(F)cc3)cccc2C1=O	-2	3	8	.	.	.	4	.	7
Cc1ccc(CN2CCc3[nH]c(=S)[nH]c(=O)c3C2)cc1	2	-3	1	-1	1	-4	9	0	4
CC1(C)CC(=O)C2=C(C1)NC(=O)NC2c1ccccc1 (configuration not stated)	-4	1	-7	-11	0	-3	7	-5	4
Nc1cc(F)ccc1N1CCCCCC1	-3	7	-2	0	10	-1	-3	-1	9
O=C(COC(=O)c1c2ccccc2cc2ccccc12)NCC(F)(F)F	-6	-6	-7	-4	1	-5	1	-3	-4
O=c1c2ccccc2n2cnnc2n1-c1ccccc1	2	6	0	-2	9	4	4	3	0
COc1ccc(C2=[N+](C)CCn3cccc32)c(OC)c1	-2	-4	-2	1	1	-2	10	-1	5
COc1ccc(-c2cc(=O)oc3cc(OCC(=O)NCC4CCC(C(=O)O)CC4)ccc23)cc1 (configuration not stated)	4	1	-1	10	-4	-1	9	-4	5
O=C(COC(=O)CNC(=O)C1CCCCC1)Nc1ccc2ccccc2c1	1	9	11	1	-1	-1	-2	0	1
COC(=O)c1ccc(C2C(C(=O)c3cc4ccccc4o3)=C(O)C(=O)N2c2cc(C)on2)cc1 (configuration not stated)	-3	2	-1	21	-31	-1	7	-7	-1
Cc1cc2oc(=O)cc(Cn3nnc(-c4ccc(Cl)cc4)n3)c2cc1C(C)C	-3	.	4	0	4	-4	.	-3	.
COc1ccc2[nH]c3c(c2c1)CCN1C(=O)C(CC(=O)NCc2cccc(C(F)(F)F)c2)C[C@H](C(=O)N2CCCCC2)[C@@]31CCc1ccccc1 (some centres not stated)	2	1	5	.	.	.	8	.	1
COc1ccc(CCN2C(=O)CC(NNC(=O)c3ccccc3Br)C2=O)cc1 (configuration not stated)	3	-1	5	4	-4	1	8	5	5
O=C(NNC(=O)C1CCCCC1)c1ccco1	0	4	0	-1	4	-2	4	-7	1
CC(Sc1nnc2n1CCCCC2)C(=O)Nc1ccccc1[N+](=O)[O-] (configuration not stated)	-3	-3	6	.	.	.	4	.	-5
CCc1ccc2c(c1)cc(CN(C(=S)Nc1ccccc1)C1CC1)c1nnnn12	-1	-7	-1	1	1	0	11	0	-1
CCCN(CCC)C(=O)CC(c1ccccc1)c1cc(Br)ccc1O (configuration not stated)	1	-4	-12	-5	-5	-2	3	0	4
COc1ccc(CCN(C)CC(O)c2ccccc2)cc1OC (configuration not stated)	6	7	-3	7	1	3	5	-3	4
COc1ccc(S(=O)(=O)N2CCCCC2)cc1NC(=O)CSc1nnc(C2CC2)n1C	2	-1	1	-3	.	0	2	0	0
Fc1cc(F)cc(NC(=S)N2CCC(c3ccccc3)C2)c1 (configuration not stated)	-1	3	0	-2	2	-4	1	-7	6
COc1cc(C(=O)NNC(=O)c2ccc(NC(=O)C(C)(C)C)cc2)cc(OC)c1OC	-2	0	3	4	1	-1	1	3	1
COc1cc(OC)c2c(c1)C(=O)OC2OC (configuration not stated)	-1	8	3	3	-5	3	8	2	5
CC(C)CC(C(=O)O)N1C(=O)C2C3c4ccccc4C(c4ccccc43)[C@@H]2C1=O (some centres not stated)	-1	-6	4	9	10	2	5	1	6
O=C(O)c1cc2cc(F)ccc2[nH]1	-12	-6	-1	0	2	1	8	-4	2
CC(C)OCCCNC(=S)N1CCC(C(=O)c2ccc(Cl)cc2)CC1	4	3	19	5	-4	-2	2	1	2

4 successive entries already listed, for reference:
SMILES	PAD4 inh	PAFAH2 inh	pPAFAH inh	LYPLA2 counter	GSTO1 inh	LYPLA1 counter	PAFAH1B3 FP inh	PME-1 inh	PAFAH1B2 FP inh
COc1cc(OC)c2c(c1)C(=O)OC2OC (configuration not stated)	-1	8	3	3	-5	3	8	2	5
CC(C)CC(C(=O)O)N1C(=O)C2C3c4ccccc4C(c4ccccc43)[C@@H]2C1=O (some centres not stated)	-1	-6	4	9	10	2	5	1	6
O=C(O)c1cc2cc(F)ccc2[nH]1	-12	-6	-1	0	2	1	8	-4	2
CC(C)OCCCNC(=S)N1CCC(C(=O)c2ccc(Cl)cc2)CC1	4	3	19	5	-4	-2	2	1	2

(listing goes on)
SMILES	PAD4 inh	PAFAH2 inh	pPAFAH inh	LYPLA2 counter	GSTO1 inh	LYPLA1 counter	PAFAH1B3 FP inh	PME-1 inh	PAFAH1B2 FP inh
CCn1nc(CC(=O)Nc2ccc(-n3cnnn3)c(C)c2)c2ccccc2c1=O	0	1	2	9	0	1	-5	-5	-3
O=C(N/N=C/c1cc(Br)ccc1O)c1cccc(N2CCCC2=O)c1	0	2	5	-6	-1	-6	19	-6	16
C=CCn1c(CCNC(=O)c2ccco2)nc2ccccc21	0	0	2	-1	1	-3	-2	1	8
COc1ccc(NC(=O)c2ccc(CN3CCN(c4ccccc4)CC3)cc2)cc1	-2	-2	7	1	2	-2	11	-2	-3
Cc1cc(N/N=C/c2ccccc2F)c2ccccc2n1	-3	1	1	-3	-5	-3	9	2	5
CCSCc1nnc(SCC(=O)Nc2cccc(C(C)=O)c2)n1C	0	-2	-1	-1	2	4	5	-1	1
COc1cc(C(=O)NNC(=O)Cc2ccc(S(=O)(=O)N3CCOCC3)s2)cc(OC)c1OC	-1	-2	3	6	1	3	6	7	3
Fc1ccc(-c2nnc3ccc(N4CCCC4)nn23)cc1	-1	10	-2	-2	-6	5	4	3	3
Cc1c(CC(=O)O)c(=O)oc2c(C)c(OCc3ccc(F)cc3F)ccc12	5	-2	4	-7	-2	0	8	1	4
COc1ccc(C(=O)NCc2ccc(C)cc2)cc1S(=O)(=O)N1CCCc2ccccc21	-4	-13	1	-16	-3	-15	3	-7	13
CCCCOc1ccc(C2CC(=O)NC2=O)cc1 (configuration not stated)	0	1	4	0	4	0	2	-7	5
O=C1C2CC=CCC2C(=O)N1Cc1nnc(-c2ccc(Cl)cc2)o1 (configuration not stated)	-1	3	4	-1	4	-2	8	2	-6
CCN(Cc1ccccc1)C(=O)CSc1nc(C)cc2c1C(=O)OC2	4	-1	7	4	1	1	3	2	3
Cc1ccc(C)c(Nc2nn3c(=O)c4ccc(C(=O)NCc5cccnc5)cc4nc3s2)c1	3	1	1	-1	20	0	10	2	2
CCn1c(CC(=O)Nc2ccc(Cl)cc2)nnc1SCC(=O)N1CCOCC1	-4	-3	8	1	9	-4	-2	1	-3
